RmlCD inh mix – RmlC and RmlD coupled enzyme inhibitors, primary screen, biochemical, 384-well, compound mixtures, retest | inhibition, % at 5.5 µM | hit rate 0.39% among 110,000 | RmlC/RmlD coupled enzyme inhibition, 384-well mixture HTS; in the data active = inhibition above about 30%, passing the limit was not always enough; note: strong numbers were not always called active
RT RNaseH block – HIV-1 RT RNase H inhibitors, primary screen, biochemical, fluorescence; inhibition, % at 10 µM; hit rate 1.9% among 65,000; Gag-Pol polyprotein (Human immunodeficiency virus type 1 group M subtype B (isolate …; RT-RNase H RNA/DNA duplex cleavage; in the data active = inhibition above about 50%
* = called active by the depositor; · = no result given.

SMILES	RmlCD inh mix	RT RNaseH block
CCN1CCN(CC(O)COc2cccc(OC)c2)CC1 (stereo not given)	-0.2	-9.8
CCC(=O)N1CCn2c1nc1ccccc12	7.3	·
Fc1ccc(-c2csc(N3CCC(c4ccccc4)C3)n2)cc1 (stereo not given)	-1.3	·
CCCCOc1ccc(C(=O)N2CCC(C)CC2)cc1	6.0	5.4
O=C(NCc1cn2ccsc2n1)c1cccs1	11.7	-15.2
COC(=O)c1[nH]c2cc(OC)ccc2c1NC(=O)CN1CCC(C(N)=O)(N2CCCCC2)CC1	5.8	-10.6
Cc1oc(-c2cccs2)nc1CSCC(=O)N1CCC2(CC1)OCCO2	14.2	·
COc1ccc(C(c2c(NC(C)=O)sc3c2CCCC3)N2CCN(CCO)CC2)cc1OC (stereo not given)	-14.6	·
Cc1ccc(Nc2nc(-c3sc(NC(=O)c4cccc(Cl)c4)nc3C)cs2)cc1	10.7	·
O=C1N[C@H](Cc2ccccc2)C(=O)N2[C@@H]3[C@H](C[C@@H]12)c1ccccc1N3OOSc1ccccc1	-0.5	·

Filtered by structure: the entries above containing a halogen (two)
SMILES	RmlCD inh mix	RT RNaseH block
Fc1ccc(-c2csc(N3CCC(c4ccccc4)C3)n2)cc1 (stereo not given)	-1.3	·
Cc1ccc(Nc2nc(-c3sc(NC(=O)c4cccc(Cl)c4)nc3C)cs2)cc1	10.7	·

More results.
SMILES	RmlCD inh mix	RT RNaseH block
N#CC1=C(S)N(c2ccccc2)C(c2cccs2)NC1=O (stereo not given)	6.1	·
COc1ccc(NC(=O)Cc2nn(C)c(=O)c3ccccc23)c2ncccc12	·	-2.3
NC(=O)CSc1nnc(CNc2ccc(F)cc2)n1CC1CCCO1 (stereo not given)	-10.6	-14.5
CN(C)c1ccc(NC(=O)c2sc(SCC(=O)Nc3ccc(Br)cc3)nc2N)cc1	-10.4	·
Cc1cccc(NCc2cc(Cl)cc(Cl)c2O)n1	-23.9	·
CSc1ccc(S(=O)(=O)Nc2ccc(S(=O)(=O)Nc3ccc(C)cc3)cc2)cc1	6.7	·
O=C(CNS(=O)(=O)c1ccc(Br)s1)N1CCN(C(=O)c2ccco2)CC1	-12.6	·
COC(=O)CSc1nnc(-c2sc3cc(OC)ccc3c2Cl)n1C	-8.5	-21.0
O=C(Nc1cccnc1)C1CC(c2ccccc2O)=NO1 (stereo not given)	-10.0	·
O=C(C1CC(c2ccc(F)cc2)=NO1)N1CCN(Cc2ccccc2)CC1 (stereo not given)	4.6	-11.8
O=P(OCC(F)(F)C(F)F)(N1CCCCC1)N1CCCCC1	16.1	-1.4
CC[C@@H](C)C(N)c1cn([C@@H](CCC(=O)O)C(=O)N2CCNCC2)nn1 (stereo not given in full)	-9.5	·
Cc1ccccc1N1CCN(S(=O)(=O)c2ccc3oc(=O)ccc3c2)CC1	-11.5	-7.0
CCOC(=O)c1c(C)n(C)c2ccc(OC(C)=O)cc12	-14.8	·
COc1ccc(Nc2nc(N)nc(C(F)(F)F)n2)c(OC)c1	2.7	-24.2
COc1cc(NS(=O)(=O)c2ccc(NC(=S)NC(=O)CC(C)C)cc2)nc(OC)n1	-12.3	·
CCCCNC(=O)CCn1c(=O)c2ccccc2n(CC(=O)Nc2ccccc2OCC)c1=O	-12.5	-5.3
CCCCOCCCNc1ncnc2c1[nH]c1ccccc12	-12.7	·
O=S1(=O)CC2(N3CCOCC3)CCCCC21 (stereo not given)	7.2	-14.2
COc1ccc(C(=O)OCCN=C2NS(=O)(=O)c3ccccc32)cc1OC	-12.9	-1.9
CCCc1nc2ccccc2c(=O)n1/N=C/c1ccc(O)cc1O	11.7	8.1
COc1cc(-c2noc(CCCC(=O)NC3CCCCC3)n2)cc(OC)c1OC	-7.8	·
Cc1nn(C)cc1/C=N/NC(=O)c1sc2ccccc2c1Cl	-12.2	·
Cn1c(SCC(=O)N2CCN(Cc3ccccc3)CC2)nnc1-c1ccncc1	6.0	-8.8
CC12CC(NC(=O)N1c1cccc(C(=O)NCc3ccc4c(c3)OCO4)c1)c1cc(Cl)ccc1O2 (stereo not given)	18.5	-2.4
Cc1ccc(C)c(N/C=C(\C#N)c2nc3ccccc3o2)c1	0.6	·
CCCOc1ccc(/C(O)=C2/C(=O)C(=O)N(CCCn3ccnc3)C2c2ccco2)cc1 (stereo not given)	7.5	·
CCn1cnc2sc(C(=O)Nc3ccc4c(c3)OCO4)c(C)c2c1=O	9.2	-4.7
CC(=O)c1cccc(NS(=O)(=O)c2c(C)noc2C)c1	·	14.2
COc1ccc(S(=O)(=O)N2CCOCC2)cc1C(C)C	-169.5	-24.5
Cc1cccc(-n2ncc3c(NCc4ccccc4)ncnc32)c1	-10.5	-9.2
C=CCNC(=O)CN1C2CCCC1CC(NC(=O)c1ccccc1C)C2 (stereo not given)	-8.9	0.0
CC(=O)c1ccc(NC(=O)c2cc(CC(C)C)on2)cc1	9.4	5.0
N#CCSc1nnc(C2CCCCC2)n1Cc1ccccc1	-14.8	0.5
CCOC(=O)C1=C(C)N(C)C(C)=C(C(=O)OCC)C1c1ccncc1	4.8	-4.0
O=C(CCC(=O)CCN1CCCCC1)CCN1CCCCC1	3.0	-5.7
CCc1ccc2oc(=O)cc(CN3CCCCC3C)c2c1 (stereo not given)	3.0	-13.3
CCS(=O)(=O)NCCc1cc2ccc(C)cc2[nH]c1=O	6.9	1.9
O=C(NCCN1CCOCC1)c1ccc(F)cc1	-2.3	·
CCCSc1nc(N)c(C#N)c(-c2ccc(C)cc2)c1C#N	-7.6	9.8

Part of the list above, with values under each structure:
Fields: RmlCD inh mix	RT RNaseH block
C=CCNC(=O)CN1C2CCCC1CC(NC(=O)c1ccccc1C)C2 (stereo not given)
    -8.9	0.0
CC(=O)c1ccc(NC(=O)c2cc(CC(C)C)on2)cc1
    9.4	5.0

(list continues)
SMILES	RmlCD inh mix	RT RNaseH block
CCCCn1c(SCC(=O)Nc2cc(C)on2)nc2ccsc2c1=O	6.1	5.7
COc1ccc(OC)c(C(=O)CSc2nnnn2C)c1	4.2	-9.4
CCc1cc(=O)oc2cc(OCC(=O)OC)c(Cl)cc12	6.7	-25.1
Cc1csc(NC(C)c2nc3cc(Cl)c(Cl)cc3n2CCCO)n1 (stereo not given)	8.6	·
CC(=O)C1=C(C)Nc2ncnn2C1c1cccc(OCc2ccccc2)c1 (stereo not given)	-10.0	-42.6
Cn1c(COc2ccccc2)nnc1SCc1nc2ccccc2[nH]1	5.2	-8.1
COc1ccc(CCNC(=O)CC2Nc3cc(C)c(C)cc3NC2=O)cc1OC (stereo not given)	10.2	-6.5
Oc1c(C=Nc2cccc3cccnc23)sc2ccccc12	10.4	·
CS(=O)(=O)N1CCc2cc(-c3csc(NC(=O)Cc4cccs4)n3)ccc21	9.0	6.0
O=S(=O)(c1ccc(N2CCCC2)nc1)N1CCOCC1	-15.2	·

A draw from above in order of molecular weight, ascending:
SMILES	RmlCD inh mix	RT RNaseH block
O=S1(=O)CC2(N3CCOCC3)CCCCC21 (stereo not given)	7.2	-14.2
COc1ccc(OC)c(C(=O)CSc2nnnn2C)c1	4.2	-9.4
N#CC1=C(S)N(c2ccccc2)C(c2cccs2)NC1=O (stereo not given)	6.1	·
Cc1oc(-c2cccs2)nc1CSCC(=O)N1CCC2(CC1)OCCO2	14.2	·

(list continues)
SMILES	RmlCD inh mix	RT RNaseH block
COc1ccc(C2CC(C(F)(F)F)n3ncc(C(=O)NCc4cccnc4)c3N2)cc1OC (stereo not given)	14.1	-5.2
O=C(Nc1nccs1)Oc1ccccc1	-11.5	-4.3
COc1cc(S(=O)(=O)N2CCN(c3ccc(F)cc3)CC2)ccc1Cl	-5.8	-6.7
COc1ccc(NC(=O)CS(=O)CC(=O)NC2CCCc3ccccc32)cc1 (stereo not given)	0.9	-11.9
CC(C)(C)OCC(NC(=O)C(CC(N)=O)NC(=O)OC(C)(C)C)C(=O)OC(C)(C)C (stereo not given)	-14.5	-0.6
CCOC(=O)CN1C(=O)C(O)=C(C(C)=O)C1c1ccccc1 (stereo not given)	-9.3	0.9
CCN(C(=O)c1cc(Cl)ccc1OC)C1CCCCC1	6.1	-8.3
COc1ccc(Cl)cc1NC(=S)NCCc1c[nH]c2ccccc12	14.9	·
COCc1cc(C)nc(SCC(=O)Nc2cccc3cccnc23)c1C#N	-13.6	-2.1
Cc1ccc(S(=O)(=O)CC(=O)NC(C)(C)C)cc1	-5.2	·
OCCN(CCO)CC(O)Cn1c2ccccc2c2ccccc21 (stereo not given)	-7.0	-8.2
S=C(c1ccccc1)N(c1ccccc1)c1ccccc1	-6.2	·
Cc1ccc(S(=O)(=O)N2C(=S)SCC2(C)C)cc1	7.6	-45.4
O=C(NCc1ccccc1)N[C@@H](Cc1ccccc1)C(=O)O	-5.7	-9.5
CCc1cccc(C)c1NC(=O)C1CCCO1 (stereo not given)	4.4	-4.5
COc1ccc(C2c3c(oc4ccccc4c3=O)C(=O)N2CC2CCCO2)cc1 (stereo not given)	-12.8	-0.7
CCOCCn1c(=O)c2c(nc3n2CCN3c2ccccc2)n(C)c1=O	·	-6.2
Cn1c(NC(=O)CCC2CCCCC2)cc(=O)n(C)c1=O	6.7	-9.3
O=C(Nc1ccc(Oc2ccccc2)cc1)C1CCCO1 (stereo not given)	6.1	2.2
CC(C)c1nnc(NC(=O)c2c(O)c3cccc4c3n(c2=O)CCC4)s1	·	77.2*
Cc1noc(NS(=O)(=O)c2ccc(NC(=O)CSc3n[nH]c(-c4ccccc4)n3)cc2)c1C	8.5	-5.2
O=C(CSCCNS(=O)(=O)c1ccccc1)Nc1ccccc1	-12.0	-67.4
Nc1n[nH]c(S(=O)(=O)CCCc2ccccc2)n1	24.9	-8.5
CCC(=O)n1nc(NCc2ccc(OC)c(OC)c2)nc1NCc1ccc(OC)c(OC)c1	10.0	-0.7
CCCCN(CC)c1nc(-c2ccncc2)nc2ccccc12	5.9	·
CC1(C)Cc2c(ccc3ccccc23)/C(=C/C(=O)N2CCCCC2)N1	3.5	·
O=S(=O)(c1ccccc1)N1N=C(c2cccs2)CC1c1ccc(Br)cc1 (stereo not given)	6.7	·
CCCCNC(=O)C1CC(c2cccc([N+](=O)[O-])c2)=NO1 (stereo not given)	4.5	·
Cc1cc2nc(C3CCN(Cc4nnnn4Cc4ccccc4)CC3)[nH]c2cc1C	5.8	·
c1coc(CNc2nc3ccccc3n2CCN2CCOCC2)c1	-17.1	-9.3
CCSc1nnc2c(n1)OC(c1ccc(C(=O)O)cc1)N(C(C)=O)c1ccccc1-2 (stereo not given)	1.1	-5.2
CC(=O)c1c(C)n(CCO)c2ccc(O)cc12	10.9	·
CCOc1cc(C(=O)NCCN2CCOCC2)cc(OCC)c1OCC	-4.2	3.0
NNc1ncnc2c1cnn2-c1ccccc1	29.7	·
O=C(CCN1C(=O)/C(=C\c2ccccc2Cl)SC1=S)N1CCN(c2ccccc2)CC1	-12.9	·
CCOC(=O)C1CCN(/C=C2/C(=O)NC(=O)N(c3ccc(OCC)cc3)C2=O)CC1	-8.9	-13.9
Cc1ccc(S(=O)(=O)N2CCOCC2)cc1C(=O)NCc1ccc2c(c1)OCO2	6.8	·
O=[N+]([O-])c1ccc(Cl)c(C2Nc3cccc4cccc(c34)N2)c1	2.5	·

In the list so far, two contain a CF3 group.
SMILES	RmlCD inh mix	RT RNaseH block
COc1ccc(Nc2nc(N)nc(C(F)(F)F)n2)c(OC)c1	2.7	-24.2
COc1ccc(C2CC(C(F)(F)F)n3ncc(C(=O)NCc4cccnc4)c3N2)cc1OC (stereo not given)	14.1	-5.2

Screening data deposited in PubChem by several laboratories.

A portion of the library; count on the stated rates, not on these rows.
